RAD52 anneal inh: RAD52 (human) annealing inhibition; 360,000 tested, 0.46% active; AID 651710; P43351; recombinant RAD52 DNA annealing, FRET fluorescence; inhibition, % at 18.7 µM;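 active = every replicate showing at least 50% inhibition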
XiGFP reactiv: X-chromosome reactivation activator; activation, % at 7.58 µM; 360,000 tested, 0.055% active; XiGFP mouse fibroblasts, % GFP-positive cells imaging, 3 d; cells co-treated with 5-aza-dC sensitizer; scaled so ellipticine positive control = 100%;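 active = mean normalized replicate activation at least 10% and every replicate at or above 10%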;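 note: 0% = median of on-plate neutral control wells and 100% = ellipticine 6 µM median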
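Material: XiGFP fibroblasts, SV40-immortalized. Buffer or medium: DMEM plus 5-aza-dC sensitizer. Compound: single concentration per compound, delivered by pin transfer. Times: 3 days compound exposure. Controls: ellipticine 6 µM.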
F508del corr: correctors of CFTR F508del function in bronchial epithelial cells; CFBE cells, YFP halide quenching; stimulated with forskolin plus potentiator P3; % fluorescence drop versus neutral controls; activity (quench increase), % at 7.58 µM; 350,000 tested, 0.36% active;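 active = mean added fluorescence quench of at least 8% versus neutral control, with both replicates also reaching 8%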;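 note: cells transiently co-express mutant CFTR-F508del with the halide-sensitive YFP; corrector assay measuring rescue of mutant channel to the surface after 24 h compound exposure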
ERAP1 HTS inh: ERAP1 (human) enzyme inhibition; Q9NZ08; recombinant ERAP1, Leu-AMC fluorescence, 60 min; inhibition, % at 10.7 µM; 340,000 tested, 0.15% active; AID 652197;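 active = mean replicate inhibition of at least 30%, or all replicates individually reaching that 30% level; inactive = mean below 30% and not every replicate reaching it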;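 note: 0% = neutral control wells and 100% = L-leucinethiol positive control wells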
esBAF inh: SWI/SNF esBAF complex inhibition; reporter increase, % at 12.5 µM; 350,000 tested, 2% active; mouse ES cells, Bmi1-luciferase knock-in reporter, 24 h; 100% = twice the neutral-well signal; in the data active = activation above about 40%;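 note: 0% = median of the plate's neutral control wells and 100% = double that signal; a rise in the Bmi1 reporter signal indicates esBAF inhibition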
RAD54 inh: RAD54 (human) branch migration inhibition; Q92698; RAD54 Holliday junction branch migration, FAM/BHQ fluorescence; inhibition, % at 10.4 µM; 360,000 tested, 0.14% active; AID 602329;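 active = mean normalized replicate activity at least 40 and at least half of replicates scoring 40 or more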;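 note: 0% = median of neutral control wells and 100% = median of positive control wells; inhibitors cause a drop in the FAM fluorescence signal; in these data hits start at about 50%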
Target sequence (Q92698 whole entry, looked up): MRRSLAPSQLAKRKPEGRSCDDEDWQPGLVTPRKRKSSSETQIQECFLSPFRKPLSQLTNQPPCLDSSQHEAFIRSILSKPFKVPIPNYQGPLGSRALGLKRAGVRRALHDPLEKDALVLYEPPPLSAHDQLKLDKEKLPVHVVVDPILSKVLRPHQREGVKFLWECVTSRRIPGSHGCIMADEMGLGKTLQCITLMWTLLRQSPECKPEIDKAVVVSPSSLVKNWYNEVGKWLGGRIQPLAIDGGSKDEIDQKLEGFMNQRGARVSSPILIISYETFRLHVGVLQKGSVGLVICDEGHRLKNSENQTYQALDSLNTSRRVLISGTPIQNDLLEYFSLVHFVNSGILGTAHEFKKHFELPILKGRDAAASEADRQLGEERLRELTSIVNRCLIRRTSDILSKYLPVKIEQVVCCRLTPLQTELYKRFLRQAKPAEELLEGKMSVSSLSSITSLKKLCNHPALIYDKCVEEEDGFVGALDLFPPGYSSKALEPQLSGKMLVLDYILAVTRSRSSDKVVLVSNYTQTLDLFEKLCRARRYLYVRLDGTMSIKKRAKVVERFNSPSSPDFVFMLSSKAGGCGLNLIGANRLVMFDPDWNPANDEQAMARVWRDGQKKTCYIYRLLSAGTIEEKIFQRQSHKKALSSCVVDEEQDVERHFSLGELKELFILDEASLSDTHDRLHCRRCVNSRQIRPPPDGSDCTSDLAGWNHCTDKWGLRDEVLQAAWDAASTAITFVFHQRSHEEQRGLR
ARNT TACC3 PPI: ARNT/TACC3 interaction disruption; 390,000 tested, 0.66% active; inhibition, % at 9.99 µM; Q9Y6A5; AlphaScreen His-ARNT PAS-B/GST-TACC3 binding, luminescence; TACC3 fragment carries E629A point mutation;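 active = mean inhibition of replicates at least 50% and at least half of replicates each reaching 50%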;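 note: 0% = complete ARNT plus TACC3 wells and 100% = ARNT alone without TACC3; many hits fall short of the cut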
GSIS activator: GLuc luminescence reporter in INS-1E cells, primary screen for activators of glucose-dependent secretion of insulin. INS-1E GLuc reporter insulin secretion, 2-3 h. activation, % at 16.6 µM. 370,000 tested, 0.61% active;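 active = lowest replicate activation of at least 40%, so every replicate reaches that level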;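 note: 0% = median of neutral control wells and 100% = median of IBMX positive control wells; some compounds called inactive have numbers as strong as hits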
Numbers without * were called inactive; / = no result given. Compounds were not picked by outcome. Share with any hit: about 3.3%.

SMILES	RAD52 anneal inh	XiGFP reactiv	F508del corr	ERAP1 HTS inh	esBAF inh	RAD54 inh	ARNT TACC3 PPI	GSIS activator
Cc1noc(C)c1NC(=O)N(C)C[C@@H]1OCCCC[C@@H](C)Oc2ccc(NC(=O)NC(C)C)cc2C(=O)N([C@@H](C)CO)C[C@H]1C	7	0.0	1.4	4	5	4	4	10
CC1(C)CC2(CC(c3ccccc3F)c3ccc(O)c(O)c3O2)NC(=S)N1 (stereo unspecified)	-8	0.0	0.6	2	/	/	7	-15
CC1(C)CC(=O)C(C(O)c2ccccc2)C(C)(C)N1 (stereo unspecified)	-11	0.5	0.3	0	-5	-9	-5	-12
Cc1ccc(C)c2[nH]c(=O)c(CCNC(=O)c3ccc(S(=O)(=O)N4CCCC4)cc3)cc12	-6	0.0	-0.8	-2	/	3	12	-19
Cc1onc(-c2c(F)cccc2Cl)c1C(=O)Nc1nc2c(s1)CCCC2	-5	/	2.3	0	-1	12	6	-8
Cc1ccc(C)c(-n2c(-c3csc(C)c3)n[nH]c2=S)c1	/	/	/	/	1	-2	1	55
Cc1ccc(NC(=O)CSc2ccc(C(N)=O)cc2[N+](=O)[O-])cc1	-10	0.1	/	0	38	2	-4	/
C[C@@H]1CN([C@H](C)CO)C(=O)Cc2cc(NC(=O)Nc3ccc(C(F)(F)F)cc3)ccc2O[C@@H]1CN(C)Cc1ccccc1	14	1.2	2.9	2	2	-2	-2	-1
Cc1ccc2c(c1)sc(C)[n+]2CCCS(=O)(=O)[O-]	-2	0.0	-0.1	2	-44	14	-3	6
COc1cccc(C(=O)N2C[C@@H]3[C@H](c4ccccc42)[C@@H](CO)N3Cc2ccccc2F)c1	1	0.3	0.0	2	3	-3	28	9
O=C(NC1CCCC1)c1cc(-c2ccccc2)nc2ccccc12	-18	0.1	-1.2	2	-4	2	-6	-4
CSc1ccccc1NC(=O)c1cc(C2CC2)on1	-18	0.0	0.2	2	54*	-7	-6	/
CC1CN(C(=O)CCc2cc(C(C)(C)C)c(O)c(C(C)(C)C)c2)CC(C)O1 (stereo unspecified)	-11	0.1	-1.1	1	-12	-1	-1	-25
O=C(c1ccccn1)N1CC2(C1)[C@H](c1ccccc1)[C@H](CO)N2Cc1ccc(F)cc1	-2	0.1	2.6	-1	/	/	/	-10
O=C(Nc1ccnn1C1CCN(C2CCCCC2)CC1)c1ccccc1	-19	0.5	-1.7	-6	0	1	-1	6

esBAF inh: what is marked active above
SMILES,RAD52 anneal inh,F508del corr,ERAP1 HTS inh,esBAF inh,ARNT TACC3 PPI,GSIS activator
CSc1ccccc1NC(=O)c1cc(C2CC2)on1,-18,0.2,2,54*,-6,/

Further structures
SMILES	RAD52 anneal inh	XiGFP reactiv	F508del corr	ERAP1 HTS inh	esBAF inh	RAD54 inh	ARNT TACC3 PPI	GSIS activator
C[C@@H]1CCCCO[C@@H](CN(C)C(=O)Cc2ccccc2)[C@@H](C)CN([C@@H](C)CO)C(=O)c2cc(NS(=O)(=O)c3cccs3)ccc2O1	-9	-0.1	0.5	9	6	0	1	-32
Cc1ccc(NC(=O)C(C)Sc2nnc(-c3cccnc3)n2-c2ccccc2)cc1 (stereo unspecified)	/	/	/	/	-5	-4	-8	0
C[C@H]1CN([C@@H](C)CO)C(=O)CCCn2nncc2CO[C@H]1CN(C)CC1CCCCC1	2	-0.1	3.0	-4	2	-2	-1	2
O=C(NC1CCCCC1)C(c1ccc(F)cc1)N(Cc1ccco1)C(=O)CN1C(=O)c2ccccc2S1(=O)=O (stereo unspecified)	3	-0.1	-2.6	-1	/	/	/	/
CC(=O)C(Sc1nccc(-c2cccs2)n1)C(C)=O	-13	0.0	-0.9	-5	25	4	1	1
CN(C)C(=O)c1cccc(-c2ccc([C@@H]3[C@@H](C#N)N(C(=O)C4CCCC4)[C@@H]3CO)cc2)c1	-20	0.1	2.7	-1	/	/	/	5
Cc1ccc(NC(=O)COC(=O)CCC(=O)c2cccs2)c(C)c1	-5	-0.1	0.8	3	-2	10	-3	7
O=C(c1ccc(S(=O)(=O)N2CCCC2)cc1)N1CCCCCC1	-6	/	-2.0	/	-5	/	-9	51
COc1ccc(OC)c(NC(=O)Nc2ccc3c(c2)CCC3)c1	-6	0.1	1.2	0	/	1	1	-8
Cc1ccccc1OCC(=O)OCC(=O)Nc1cc(C(F)(F)F)ccc1N1CCOCC1	-14	0.3	0.0	-2	-11	/	-16	-16
O=C(Nc1cccnc1)C1CCN(S(=O)(=O)c2cccc3nonc23)CC1	-9	/	2.5	14	6	-1	-10	7
N#C/C(=C(/O)COC(=O)CSc1ccc2ccccc2c1)c1nc2ccccc2[nH]1	/	0.0	/	/	/	-7	2	-15
COc1ccc(OC)c(-c2nnc(SCC(=O)N3CCCC3)o2)c1	-11	0.0	1.5	3	-4	-5	/	-5
CCOC(=O)N1CCC(NC(=O)c2cc3c(-c4cccc(OC)c4)nn(C)c3s2)CC1	/	/	/	/	5	7	-5	-25
c1cncc(CNc2ncnc3sc4c(c23)CCC4)c1	-16	0.5	-1.9	-2	/	/	-2	5
CC(C)CNc1ccc2c(c1)OC[C@H](CC(C)C)NS2(=O)=O	-9	0.0	-0.4	/	/	/	/	-6
COc1cc(N(Cc2ccccc2)Cc2ccccc2)c2ncn(C(C)C)c2c1	-24	0.1	-3.1	-1	0	-1	0	-3
C[C@H](CO)N1C[C@H](C)[C@H](CN(C)C(=O)Nc2ccc3c(c2)OCO3)Oc2c(NC(=O)C3CC3)cccc2C1=O	16	0.1	1.7	2	-5	-8	-1	0
CCC(=O)N1[C@H](CO)[C@H](c2ccc(-c3cccc(F)c3)cc2)[C@H]1CNC(C)=O	/	0.2	1.3	/	1	-2	-1	-5
C=C1CCN([C@@H](CC(C)C)C(=O)N2CCOCC2)S(=O)(=O)c2ccccc21	-12	0.0	0.2	0	1	6	14	0
O=C(NCCN1CCOCC1)[C@]1(CCS(=O)(=O)c2ccccc2)N=C(c2ccc(OCCCO)cc2)O[C@@H]1c1ccccc1	5	/	2.1	-6	/	2	/	/
N#C/C(=C(/O)c1ccc(C(=O)c2ccccc2)cc1)c1nc2ccccc2[nH]1	-12	-0.2	1.6	/	/	4	-10	3
COCC(=O)N1C[C@H]2[C@@H](c3ccccc31)[C@@H](CO)N2Cc1ccccc1F	7	0.1	2.0	3	3	-9	-8	8
O=C(CN1C(=O)C2C3C=CC(C3)C2C1=O)OCC(=O)c1ccccc1 (stereo unspecified)	-6	-0.1	0.3	0	/	-4	/	/
COc1ccc(C(C(=O)NC(C)(C)C)n2c(-c3ccc(=O)[nH]c3)nc3ccccc32)cc1 (stereo unspecified)	-19	0.2	-2.4	-4	/	/	/	-42
NC(=O)c1c(NC(=O)CN2C(=O)NC(Cc3ccccc3)C2=O)sc2c1CCC2 (stereo unspecified)	-35	-0.1	-1.8	0	-1	1	-1	0
Nc1ncc(CN2CCCC(C(=O)Nc3ccc(-c4ccco4)cc3)C2)cn1 (stereo unspecified)	-10	0.0	0.9	-5	-5	8	3	12
COc1ccccc1NC(=O)c1sc2ncn(Cc3ccc(C)cc3)c(=O)c2c1C	/	/	/	/	3	1	-10	-6
CC(C)NC(=O)N[C@H]1CC[C@H](CCNC(=O)C2CC2)O[C@@H]1CO	19	-0.2	1.3	2	-3	-6	-8	2
CC(=O)N1[C@H](CN(CC(C)C)C(=O)c2ccccn2)[C@@H](c2ccccc2)[C@@H]1CO	-2	-0.1	-0.3	/	0	5	3	8
COc1ccc(/C=C2\SC(=O)NC2=S)cc1OC	-353	0.0	4.0	2	/	-48	12	-22
CCC(=O)Nc1ccc2c(c1)C(=O)N(C)C[C@H](OC)[C@@H](C)CN(Cc1cccnc1)[C@@H](C)CO2	6	-0.3	0.8	0	1	8	-4	-9
Cc1cc(Nc2nnnn2-c2ccccc2)n(-c2ccccc2)n1	/	/	/	/	-16	-5	-1	2
C[C@@H]1CCCCO[C@H](CN(C)Cc2ccc3c(c2)OCO3)[C@H](C)CN([C@@H](C)CO)C(=O)c2cc(NC(=O)Nc3ccc(C(F)(F)F)cc3)ccc2O1	3	0.1	-0.1	-1	4	-4	21	-8
Cc1ccnc(NC(=O)Nc2cccc(F)c2)n1	-10	0.1	/	14	13	/	1	-11
O=C(NCCc1ccccc1)c1ccccc1[N+](=O)[O-]	2	0.2	-0.9	-2	23	3	-4	0
COC(=O)c1ccc(CNC(=O)COC(=O)Cc2ccsc2)cc1	-12	0.1	-3.3	-8	/	/	4	-12
COC(=O)Nc1ccc2c(c1)N(C(=O)CCN(C)C)c1ccccc1CC2	-5	0.0	-1.3	-2	-7	10	13	6
CCC(CC)N1CCN(Cc2nc3ccc([N+](=O)[O-])cc3c(=O)n2-c2ccccc2F)CC1	2	0.0	0.9	2	/	/	/	-3
O=C(Cn1nnc(-c2ccccc2)n1)NCC(=O)Nc1ccc(F)c(F)c1F	-363	0.1	0.0	-2	-7	-1	-3	-17
CO[C@H]1CN(C)C(=O)c2ccc(NS(=O)(=O)c3ccc(C)cc3)cc2OC[C@H](C)N(C(=O)NC(C)C)C[C@@H]1C	-10	0.0	1.2	-2	/	/	/	-16
COCC#Cc1ccc([C@@H]2[C@H]3CN(Cc4cccnc4)CCCCN3[C@H]2CO)cc1	-23	0.0	-1.4	-1	/	0	-13	13
CCC(=O)N(CC)C1=C(O)c2ccccc2C(=O)C1=O	-9	/	-4.6	5	6	/	24	-10
O=C(NC1CCCC1)C1c2ccccc2OCC(=O)N1CCCN1CCOCC1 (stereo unspecified)	-16	-0.1	4.2	-6	/	/	/	/
C[C@@H]1CN([C@H](C)CO)C(=O)c2cc(N(C)C)ccc2O[C@@H](C)CCCCO[C@H]1CN(C)Cc1ccc(C(F)(F)F)cc1	-4	-0.5	0.2	-1	-2	-2	14	-7
CNC[C@@H]1Oc2ccc(NC(=O)Nc3ccccc3)cc2CC(=O)N([C@@H](C)CO)C[C@@H]1C	-5	0.0	0.3	1	-6	-10	14	19
O=C(NCC(c1ccco1)N1CCCC1)c1cn(-c2ccccc2)nc1-c1ccc(F)cc1 (stereo unspecified)	6	0.0	0.9	-2	2	-7	-4	4
COc1ccc(NC(=O)Nc2ccc3c(c2)CC(=O)N([C@H](C)CO)C[C@@H](C)[C@@H](CN(C)C)O3)cc1	0	-0.5	-0.4	-1	2	15	-11	11
Cc1cccc2nc(CSc3ccccc3C(=O)O)cn12	-4	-0.1	-3.8	0	/	/	1	2
COc1ccc(NC(=O)c2cccnc2)cc1OCC(C)C	-19	0.0	3.0	0	11	-4	-5	46
O=C(Cc1ccccc1)N/N=C/c1ccc(S(=O)(=O)O)o1	-17	0.0	2.9	/	-5	-6	27	4
COc1ccccc1C(=O)Nc1ccc(S(=O)(=O)Nc2cnc3ccccc3n2)cc1	-13	0.0	3.0	2	-4	-7	-4	22
CC(C)Cc1nnc(NC(=O)c2ccc(-n3cncn3)c([N+](=O)[O-])c2)s1	-13	-0.1	0.0	4	-4	12	/	23
CCOc1ccc(C(C(=O)NCC2CCCO2)N(C(=O)c2snc(C(N)=O)c2N)c2ccc3c(c2)OCCO3)cc1 (stereo unspecified)	-3	0.0	3.5	4	2	3	-11	-6

Compounds above containing a tert-butyl group (2):
SMILES	RAD52 anneal inh	XiGFP reactiv	F508del corr	ERAP1 HTS inh	esBAF inh	RAD54 inh	ARNT TACC3 PPI	GSIS activator
CC1CN(C(=O)CCc2cc(C(C)(C)C)c(O)c(C(C)(C)C)c2)CC(C)O1 (stereo unspecified)	-11	0.1	-1.1	1	-12	-1	-1	-25
COc1ccc(C(C(=O)NC(C)(C)C)n2c(-c3ccc(=O)[nH]c3)nc3ccccc32)cc1 (stereo unspecified)	-19	0.2	-2.4	-4	/	/	/	-42

Screens as filed in PubChem.
